Arrestin-AP2 inh: inhibitors of beta-arrestin/AP2 binding, primary screen, biochemical, GPCR trafficking, flow cytometry; 340,000 tested, 0.31% active; beta-arrestin 1 C-terminal peptide binding to AP2 beta2-adaptin appendage (human); inhibition, % at 10 µM; AID 504490, 2011; FITC-arrestin peptide / GST-AP2 beads; AP2 beta2 appendage carries R879A mutation;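 active = inhibition above a set limit, near 3 SD of compounds lacking own fluorescence, cut at about 54% in these data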;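 note: plate controls were DMSO wells for no effect and 5 µM unlabelled arrestin peptide for full effect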
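Test system: GST-tagged AP2 beta2-adaptin appendage (R879A) on 4 µm glutathione beads; also added: fluorescein-tagged arrestin peptide at 50 nM final; timing: 12 min plus 1 h, RT; signal: flow cytometry, FL1 (488/535 nm); read-out: percent drop in bead-associated FITC signal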
Mot1-301 SUMO: yeast Mot1-301 growth rescue at high temperature, primary screen, SUMOylation pathway inhibitor project, S. cerevisiae, ATP luminescence, 38.5C; S. cerevisiae Mot1-301 growth rescue; percent above DMSO median, 100 means doubled; growth rescue, % at 18.8 µM; 320,000 tested, 1% active; AID 2716, 2010;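 active = every valid replicate shows activation above 250% relative to neutral control wells; inactive = the rest, any valid replicate at or below 250%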;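 note: OY570 slx delta 5 strain wells were the positive control but not used for scaling; some compounds called inactive have numbers as strong as hits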
PKA-R1A activ: activators of PKA-R1A holoenzyme, primary screen, biochemical, fluorescence polarization, Cy5-IP20, bovine R1A, mouse PKAc; cAMP-dependent protein kinase type I-alpha regulatory subunit (Bos taurus) + …; AID 504707, 2011; PKA-R1A dissociation; scaled: DMSO 0%, 113 µM cGMP 100%; activation, % at 11.4 µM; 340,000 tested, 0.083% active;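 active = percent activation above the mean of all tested compounds plus 3 SD, cut at about 19% in these data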;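 note: higher means more PKAc released from R1A so a rise in polarization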
dFosB activator: activators of delta FosB homodimer, primary screen, biochemical, fluorescence polarization, TAMRA-CDK5 oligo, single point. Protein FosB (Mus musculus), P13346. purified delta FosB; percent of positive-control signal above neutral wells. activation, % at 25 µM. 340,000 tested, 0.99% active. AID 493131, 2011;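 active = mean activation above about 17%, with every replicate also reaching it, limit read from the data, passing the limit was not always enough; inconclusive = only one of the two conditions met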;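 note: fluorescence polarization rise as delta FosB binds a TAMRA Cdk5 AP-1 oligo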
NSD2 HMT inh: NSD2 histone methyltransferase inhibitors, primary screen, biochemical, AlphaScreen, single concentration, set 2; Histone-lysine N-methyltransferase NSD2 (Homo sapiens), O96028; NSD2 peptide methylation, 120 min; inhibition, % at 12.5 µM; 310,000 tested, 0.54% active; AID 743445, 2014; in the data active = inhibition above about 50%
SR-BI DiI inh: inhibitors of SR-BI mediated HDL lipid uptake, primary screen, ldlA[mSR-BI] cells, fluorescence, single point; Scavenger receptor class B member 1 (Mus musculus), Q61009; ldlA[mSR-BI] CHO cells, DiI-HDL uptake fluorescence, 3 h; inhibition, % at 12.5 µM; 320,000 tested, 0.96% active; AID 488896, 2010;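 active = mean replicate inhibition of at least 70% and a set share of replicates each scoring 70 or more; inconclusive = meets just one of the two criteria; inactive = fails both criteria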;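 note: 0% = median of neutral control wells and 100% = median of positive control wells; values of inactives mirror those of a sister screen read the other way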
Pemphigus Ab inh: inhibitors of pemphigus antibody binding to DSG3, primary screen, biochemical, bead-based, flow cytometry, scFv-GFP | Desmoglein-3 (Homo sapiens), P32926 | DSG3-coupled beads, scFv-anti-DSG3-GFP binding; stronger effect = lower value | binding (percent of control), % at 10 µM | 310,000 tested, 0.48% active;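 active = binding more than 3 SD below its plate's average and above zero; inconclusive = below that plate limit but binding exactly zero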;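 note: hits lower antibody fragment binding to DSG3; some compounds called inactive have numbers as strong as hits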
PKA-R2B activ: activators of PKA-R2B holoenzyme, primary screen, biochemical, fluorescence polarization, Cy5-IP20, human. cAMP-dependent protein kinase catalytic subunit beta (Homo sapiens) + cAMP-dependent …. PKA-R2B holoenzyme dissociation; R2B truncated from residue 108, S112A mutant; 0% DMSO only, 100% 113 µM cGMP. activation, % at 11.4 µM. 340,000 tested, 0.079% active. AID 504700, 2011;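 active = activation above a cutoff set at the mean over all compounds plus 3 SD, cut at about 18% in these data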;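 note: higher means more holoenzyme dissociation and a rise in polarization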
Target sequence (P31323 whole entry, looked up, other chains not shown, the tested form may be a part): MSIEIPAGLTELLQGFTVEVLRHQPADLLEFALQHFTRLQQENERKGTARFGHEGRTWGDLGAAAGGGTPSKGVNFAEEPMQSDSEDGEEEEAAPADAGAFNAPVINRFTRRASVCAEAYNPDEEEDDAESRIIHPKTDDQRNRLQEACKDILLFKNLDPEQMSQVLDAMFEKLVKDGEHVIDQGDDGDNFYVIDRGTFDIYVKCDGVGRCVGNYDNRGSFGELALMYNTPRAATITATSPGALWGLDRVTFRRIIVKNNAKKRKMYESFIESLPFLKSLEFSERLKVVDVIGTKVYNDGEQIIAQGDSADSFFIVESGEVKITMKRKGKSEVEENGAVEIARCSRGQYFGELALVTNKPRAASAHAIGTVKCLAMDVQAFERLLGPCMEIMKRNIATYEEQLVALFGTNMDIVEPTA
SR-BI DiI-HDL act: activators of SR-BI mediated DiI-HDL uptake, primary screen, ldlA[mSR-BI] CHO cells, DiI fluorescence | 3 h; 100 = double the neutral-control signal | activation, % at 12.5 µM | 320,000 tested, 0.096% active | AID 504775, 2011;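 active = mean replicate activation of at least 60% and every replicate at or above 60%; inconclusive = mean or all-replicate condition met, but not both; inactive = mean below 60% and not all replicates reaching 60%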;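 note: 0% = median plate neutral-control signal and 100% = twice that signal; values of inactives mirror those of a sister screen read the other way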
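Test system: SR-BI-overexpressing, LDLR-lacking CHO cells; Also added: labelled HDL, 10 µg/mL; Measured by: bottom-read cell fluorescence after medium removal, ex 550/em 595 nm; Timing: 3 h uptake period with compound, 37 °C; Buffer or medium: F12, 0.5% BSA, 25 mM HEPES; Doses: single compound concentration, delivered by pin transfer.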
MITF TRPM1 HTS: activators of MITF-driven TRPM1 promoter reporter, primary screen, cell-based, SK-MEL-5, luciferase, single point | SK-MEL-5 TRPM1-promoter luciferase, 24 h; % of positive control, neutral wells = 0 | activation, % at 12.5 µM | 300,000 tested, 0.75% active;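 active = mean activation of at least 80% with every replicate also reaching 80%; inconclusive = mean reaches 80% but some replicate falls short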;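 note: 0% = neutral control wells and 100% = parthenolide positive control wells; values of inactives mirror those of a sister screen read the other way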
CDK5 p35 inh: inhibitors of human CDK5/p35 kinase, primary screen, biochemical, single concentration. Recombinant CDK5/p35, ADP-Glo luminescence, 60 min. 330,000 tested, 0.01% active. Cyclin-dependent kinase 5 (Homo sapiens) + Cyclin-dependent kinase 5 activator 1 (Homo …. inhibition, % at 10 µM. AID 488839, 2010;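 active = highest replicate inhibition of at least 50% and at least 75% of replicates reaching 50%; inconclusive = only one of the two criteria met; inactive = both criteria failed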;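 note: plate controls were DMSO neutral control for no effect and GW8510 at 10 µM for full effect; many of its hits are not listed in these tables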
Target sequence (Q00535 whole entry, looked up): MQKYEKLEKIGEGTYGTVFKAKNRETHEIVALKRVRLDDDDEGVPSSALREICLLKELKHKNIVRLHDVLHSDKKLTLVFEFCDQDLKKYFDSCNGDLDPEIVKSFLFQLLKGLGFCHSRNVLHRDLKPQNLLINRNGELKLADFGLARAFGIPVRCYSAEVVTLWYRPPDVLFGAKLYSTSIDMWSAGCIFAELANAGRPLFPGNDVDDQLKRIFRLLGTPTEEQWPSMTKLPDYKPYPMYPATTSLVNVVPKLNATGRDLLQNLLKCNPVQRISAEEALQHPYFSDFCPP
Target sequence (Q15078 whole entry, looked up): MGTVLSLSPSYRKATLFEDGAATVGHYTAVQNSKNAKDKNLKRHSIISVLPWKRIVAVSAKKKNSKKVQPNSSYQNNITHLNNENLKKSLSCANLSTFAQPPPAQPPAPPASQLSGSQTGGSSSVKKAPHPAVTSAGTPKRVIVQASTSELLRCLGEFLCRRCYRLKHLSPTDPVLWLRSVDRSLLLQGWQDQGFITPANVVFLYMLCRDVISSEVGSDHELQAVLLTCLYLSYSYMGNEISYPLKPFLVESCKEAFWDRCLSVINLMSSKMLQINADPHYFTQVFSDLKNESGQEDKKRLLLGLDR
Starred values were filed as active, the others as inactive; u = inconclusive; x = no result given; & = joins results of further samples.

item	SMILES	Arrestin-AP2 inh	Mot1-301 SUMO	PKA-R1A activ	dFosB activator	NSD2 HMT inh	SR-BI DiI inh
1	CCOc1ccc(NC(=O)CCn2c(=S)oc3ccccc32)cc1	3	-3	3	1	0	-9
2	C[C@H](NC(=O)OC(C)(C)C)C(=O)NCC1CCC(C(=O)O)CC1 (some centres not stated)	26	-3	-15	4	x	-3
3	CCCn1nc(C(=O)Nc2ccc(-n3cnnn3)cc2)c2ccccc2c1=O	26	x	-8	3	-1	22
4	COc1cc(C=O)ccc1OCCCCOc1ccccc1[N+](=O)[O-]	0	-3	4	-7	-1	4
5	Cc1ccccc1N(CC(=O)NCc1ccco1)C(=O)CNS(=O)(=O)c1ccc(F)cc1	11	3	6	-12	5	x
6	CCC(C)NC(=O)c1c(N)n(/N=C/c2ccccn2)c2nc3ccccc3nc12 (configuration not stated)	6	6	1	5	-1	-1
7	CC1(C)C(=O)NCCN1C(=O)CC1C(=O)NCCN1Cc1cccc(C(F)(F)F)c1 (configuration not stated)	-3	x	-12	-3	5	-21
8	CN(C)c1nc(Oc2ccc(=O)[nH]n2)nc(N2CCOCC2)n1	-38	7	-9	-3	0	-4
9	CC(NC(=O)c1ccccc1Cl)C(=O)Nc1ccc2c(c1)OCO2 (configuration not stated)	33	x	9	-6	1	10
10	S=C1Cc2ccccc2C(c2ccc(Cl)cc2)N1 (configuration not stated)	-1	451	-9	0	18	23

item	Pemphigus Ab inh	PKA-R2B activ	SR-BI DiI-HDL act	MITF TRPM1 HTS	CDK5 p35 inh
1	93	8	9	x	0.0
2	106	-2	15	4	0.4
3	103	-9	-22	-8	2.0
4	100	1	-4	10	-1.3
5	144	7	x	-5	-0.8
6	102	-8	1	x	-1.2
7	96	-3	21	5	-0.6
8	98	0	4	-1	-1.0
9	99	-7	-10	24	0.7
10	95	-6	-23	-9	0.6

Further results
item	SMILES	Arrestin-AP2 inh	Mot1-301 SUMO	PKA-R1A activ	dFosB activator	NSD2 HMT inh	SR-BI DiI inh
11	COc1cccc(C(=O)N2CCN(S(=O)(=O)Cc3ccccc3)CC2)c1	-5	4	3	2	11	-23
12	Cc1c(Cl)ccc2c1NC(=O)[C@]21N[C@@H](Cc2ccccc2)[C@H]2C(=O)N(c3ccc(F)cc3)C(=O)[C@H]21	9	-15	-2	-16	0	14
13	O=C(COC(=O)CCc1c[nH]c2ccccc12)NCc1ccc2c(c1)OCO2	-12	-10	7	-13	1	-35
14	CCOC(=O)c1[nH]c2cc3c(cc2c1NC(=O)CN1CCCC1)OCO3	2	2	1	0	35	-17
15	O=C(Cn1cnc2c(cnn2-c2ccccc2)c1=O)NCc1ccccc1	-4	-11	-13	11	-1	-2
16	CCOC(=O)/C=c1\s/c(=C(\C#N)C(N)=O)n(-c2ccccc2)c1=O	13	-19	-5	-5	-1	18
17	O=C(CSc1nc2ccccc2[nH]1)NCc1ccc2c(c1)OCO2	-6	-15	2	-1	1	-24
18	COc1ccc(S(=O)(=O)N(C)c2ccc(OC(=O)C(C)Oc3ccc(F)cc3)cc2)cc1 (configuration not stated)	4	0	-6	-2	-2	-6
19	COCCN(Cc1nc(-c2ccc(-c3ccccc3)cc2)oc1C)C(C)C	16	-20	-2	-15	2	3
20	CCOc1ccc(Br)cc1S(=O)(=O)Nc1ccc(C(=O)Nc2ccc(C)cc2)cc1	6	-17	-1	3	-2	48

item	Pemphigus Ab inh	PKA-R2B activ	SR-BI DiI-HDL act	MITF TRPM1 HTS	CDK5 p35 inh
11	105	0	23	-8	-0.4
12	102	-12	-14	1	0.8
13	97	-7	35	-1	1.1
14	x	-6	17	x	1.8
15	98	2	2	x	-1.0
16	115	7	-18	x	-4.2
17	98	1	24	-7	-1.5
18	101	-13	6	11	-8.5
19	105	-16	-3	36	-1.1
20	98	6	-48	9	0.9

Following part.
item	SMILES	Arrestin-AP2 inh	Mot1-301 SUMO	PKA-R1A activ	dFosB activator	NSD2 HMT inh	SR-BI DiI inh
21	O=[N+]([O-])c1cc(Cl)ccc1Sc1ccccn1	13	6	-4	4	6	-8
22	CCOc1ccccc1/C=C/c1onc(C)c1S(=O)(=O)N1CCC(C(=O)NC)CC1	14	-1	-4	-18	x	u
23	O=C(Oc1ccc2c(c1)OCC2=O)c1ccccc1	35	17	4	2	-4	-8
24	Cc1occc1-c1nnc(SCC(=O)NCc2cccs2)n1CC1CCCO1 (configuration not stated)	-9	x	-9	0	x	-61
25	CCc1nnc(NC(=O)Cc2cccs2)s1	23	-8	-1	-16	3	9
26	O=C(CSc1nnc(-c2ccncc2)n1Cc1ccco1)Nc1ccccc1F	-18	20	-12	-5	-2	-12
27	O=C(COC(=O)c1ccc([N+](=O)[O-])cc1)Nc1ccccc1C(=O)NC1CC1	-2	-1	-4	0	-1	0
28	NS(=O)(=O)c1ccc(CCNC(=O)c2ccccc2[N+](=O)[O-])cc1	1	1	-1	3	2	-12
29	Cc1ccn2c(=O)nc(SCc3cccc(C(F)(F)F)c3)nc2c1	-14	-3	0	-12	0	x
30	CCOc1cccc(NC(=O)C2CCCN(S(=O)(=O)c3ccc(-n4cnnn4)cc3)C2)c1 (configuration not stated)	-4	33	4	1	x	39

item	Pemphigus Ab inh	PKA-R2B activ	SR-BI DiI-HDL act	MITF TRPM1 HTS	CDK5 p35 inh
21	106	2	8	x	-0.3
22	107	-1	-72	17	-0.7
23	84	-17	8	-1	1.1
24	75	-9	u	2	-1.9
25	114	-2	-9	-6	0.7
26	103	-6	12	x	-8.9
27	112	-2	0	5	1.0
28	100	-9	12	2	1.8
29	101	3	x	7	-2.7
30	86	-6	-39	x	0.2

Following part.
item	SMILES	Arrestin-AP2 inh	Mot1-301 SUMO	PKA-R1A activ	dFosB activator	NSD2 HMT inh	SR-BI DiI inh
31	OC1(CN2CCOCC2)C2CN3CCN(C2)CC1(c1ccccc1)C3 (configuration not stated)	x	-16	-2	-6	-1	-11
32	O=C(NCc1cccnc1)c1c(O)c2cccc3c2n(c1=O)CCC3	19	-6	-22	-54	1	25
33	Cc1ccc2c(c1)N(CC(=O)N1CCOCC1)C(=O)C(C)O2 (configuration not stated)	17	1	2	-1	-3	-11
34	CN1C2CCC1/C(=C\c1ccc(F)cc1)C(=O)/C2=C/c1ccc(F)cc1	30	39	0	-6	8	8
35	COC(=O)NNC(=O)COc1cc(C)c(Br)cc1C(C)C	-16	-10	15	-5	-2	-14
36	Cc1ccc(Oc2ccc(Cl)cc2N)cc1	-12	52	9	4	-1	-26
37	CCOc1ccc(/C=N/NC(=O)Cn2ccnc2C)cc1	36	-9	-2	-16	0	-12
38	O=C(COC(=O)CSc1ccc([N+](=O)[O-])cc1)NCC1CCCO1 (configuration not stated)	0	0	-3	5	18	-37
39	O=C(O)c1cccc2c1-c1ccc(Cl)cc1C2	5	x	-8	4	0	-12
40	O=C(NCc1ccc2c(c1)OCO2)c1ccc(CS(=O)(=O)Cc2cccc(Cl)c2)o1	22	41	-9	-6	0	9

item	Pemphigus Ab inh	PKA-R2B activ	SR-BI DiI-HDL act	MITF TRPM1 HTS	CDK5 p35 inh
31	x	-3	11	3	1.3
32	98	-4	-25	-8	-3.0
33	92	9	11	-3	1.6
34	109	-5	-8	-29	-2.5
35	103	-10	14	6	1.1
36	105	2	26	26	0.9
37	x	-1	12	x	0.4
38	111	-5	x	-3	0.8
39	97	-1	12	-1	0.8
40	101	-3	-9	-11	-0.1

Next entries
item	SMILES	Arrestin-AP2 inh	Mot1-301 SUMO	PKA-R1A activ	dFosB activator	NSD2 HMT inh	SR-BI DiI inh
41	CCOC(=O)c1cc(CC)sc1/N=C/c1c(O)ccc2ccccc12	5	11	7	-1	7	6
42	COc1ccccc1NC(=O)CSc1nc2ccccc2nc1N1CC(C)OC(C)C1 (configuration not stated)	2	-4	2	-8	x	-6
43	CC(=O)[C@H]1CC[C@H]2[C@@H]3CCC4=CC(=O)CC[C@]4(C)[C@H]3CC[C@]12C	-1&2	130&20	-3&-3	-6&-7	x	12&10
44	CC[C@@H](C)CN1C(=O)N[C@@H](c2ccccc2)C(C(C)=O)=C1C	2	-11	10	-3	x	-19
45	CC(=O)Nc1ccccc1NC(=O)c1ccc(C)cc1C	3	-12	x	2	-1	-9

item	Pemphigus Ab inh	PKA-R2B activ	SR-BI DiI-HDL act	MITF TRPM1 HTS	CDK5 p35 inh
41	118	0	-6	2	0.3
42	97	4	6	-17	-0.8
43	138&114	5&-3	-3&-10	-18&-9	0.0&0.6
44	104	-7	19	-12	-1.2
45	115	x	9	-8	0.7

Filtered by structure, those above with two or more sulfur atoms
item	SMILES	Arrestin-AP2 inh	Mot1-301 SUMO	PKA-R1A activ	dFosB activator	NSD2 HMT inh	SR-BI DiI inh
24	Cc1occc1-c1nnc(SCC(=O)NCc2cccs2)n1CC1CCCO1 (configuration not stated)	-9	x	-9	0	x	-61
25	CCc1nnc(NC(=O)Cc2cccs2)s1	23	-8	-1	-16	3	9

item	Pemphigus Ab inh	PKA-R2B activ	SR-BI DiI-HDL act	MITF TRPM1 HTS	CDK5 p35 inh
24	75	-9	u	2	-1.9
25	114	-2	-9	-6	0.7

Screening results from PubChem BioAssay.
